IDE inh – inhibits human insulin-degrading enzyme in HEK cells. FAbetaB cleavage, fluorescence polarization. 320,000 compounds, 0.41% hits. P14735. inhibition, % at 5.59 µM;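 active = percent inhibition above the average of all tested compounds plus 3 SD, set per screening campaign, cut at about 16% in these data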;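 note: IDE supplied by intact live HEK cells; FP after avidin binding of uncleaved biotin substrate so inhibition keeps polarization high; 0% = DMSO wells and 100% = 60 µM reference IDE inhibitor Ii1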
CRFBP-R2 block – CRF-BP/CRF-R2 complex antagonism. HEK293 CRF-R2/CRF-BP, CRF-induced calcium fluorescence. inhibition, % at 11.8 µM. 350,000 compounds, 0.59% hits. AID 588475;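 active = inhibition of the ligand-induced calcium signal above about 50% at the single tested concentration, limit read from the data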
IDE cell activ – boosts human insulin-degrading enzyme activity in HEK cells. P14735. FAbeta-B cleavage, fluorescence polarization; 0% vehicle, 100% cell-free pure enzyme wells. activation, % at 5.96 µM. 340,000 compounds, 0.073% hits. AID 493087;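 active = activation above the mean of all tested compounds plus 3 SD, set per screening campaign, cut at about 17% in these data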
CHRM4 PAM – positive allosteric modulators of human muscarinic M4 receptor | 360,000 compounds, 0.4% hits | activation, % at 3 µM | CHO-K1 hM4/Gqi5, Fluo-8 calcium fluorescence, ACh EC20; 0% = ACh EC20, 100% = maximal ACh | P08173;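 active = activation above its plate's cutoff, the mean activation of sample wells plus 3 SD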; note: some results filed as inactive read as strong as hits
Target sequence (P08173 whole entry, looked up): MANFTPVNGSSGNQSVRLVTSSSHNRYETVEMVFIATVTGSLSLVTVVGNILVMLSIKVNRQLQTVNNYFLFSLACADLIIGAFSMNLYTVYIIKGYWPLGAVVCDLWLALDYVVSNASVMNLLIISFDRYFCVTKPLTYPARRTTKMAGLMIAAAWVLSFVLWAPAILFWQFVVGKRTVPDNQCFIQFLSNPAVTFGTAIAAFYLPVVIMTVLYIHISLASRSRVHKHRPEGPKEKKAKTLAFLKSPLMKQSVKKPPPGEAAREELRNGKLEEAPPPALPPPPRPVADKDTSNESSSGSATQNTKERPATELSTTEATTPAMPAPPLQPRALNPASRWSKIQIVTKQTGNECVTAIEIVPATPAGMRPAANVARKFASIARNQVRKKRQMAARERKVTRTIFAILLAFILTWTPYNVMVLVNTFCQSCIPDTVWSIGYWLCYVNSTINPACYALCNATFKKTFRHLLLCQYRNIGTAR
MEKK3 PB1 HTS – modulators (inhibitors or enhancers) of MEK5 binding to human MEKK3 PB1 domain; binding response (% of control), % at 10 µM; 290,000 compounds, 1.4% hits; bead-based flow cytometry, Alexa488-MEK5 binding to MEKK3; actives lie on both sides; 0 = blocked by unlabeled MEK5, 100 = vehicle; AID 1529;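 active = binding response more than 3 SD above or below the average of its plate-row segment, actives on both sides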;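 note: Alexa488 bead fluorescence after subtracting the streptavidin-only scavenger bead signal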
CRFBP-R2 agonist – agonists of human CRF-binding protein/CRF-R2 receptor complex; activation, % at 13.2 µM; HEK293 CRF-R2/CRF-BP, calcium dye fluorescence (FLIPR); percent of saturating CRF peptide response; 350,000 compounds, 0.46% hits;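 active = activation of at least 50%, plus an integration ratio under a set limit after plate pattern correction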;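 note: plate controls were neutral control wells without compound for no effect and CRF at EC100 for full effect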
GalR3 antag – human GalR3 antagonism; HEK293 GalR3-CNG cAMP membrane potential fluorescence; galR3 body fused to GalR1 C-terminus; inhibition, % at 3 µM; 360,000 compounds, 0.44% hits;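 active = inhibition above the screen-wide average plus 3 SD, cut at about 13% in these data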;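 note: forskolin and galanin both at EC90 stimulate the cells; cAMP rise reported by CNG channel membrane potential dye signal; 0% = forskolin plus galanin with DMSO and 100% = forskolin alone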
Target sequence (O60755 1-299 limits assumed): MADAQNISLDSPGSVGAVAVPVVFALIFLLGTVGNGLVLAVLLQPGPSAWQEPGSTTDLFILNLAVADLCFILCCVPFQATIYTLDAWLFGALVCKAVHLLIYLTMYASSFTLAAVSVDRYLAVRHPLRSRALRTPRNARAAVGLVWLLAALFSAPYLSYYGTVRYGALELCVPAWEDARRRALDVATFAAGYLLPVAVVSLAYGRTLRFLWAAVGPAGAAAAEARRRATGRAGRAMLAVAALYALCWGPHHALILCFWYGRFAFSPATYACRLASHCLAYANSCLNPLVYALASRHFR
PHOSPHO1 inh – PHOSPHO1 (human) inhibition. Q8TCT1. recombinant PHOSPHO1, absorbance phosphatase assay. inhibition, % at 13.3 µM. 290,000 compounds, 1.1% hits. AID 1565; in the data active = inhibition above about 60%
Target sequence (Q8TCT1 whole entry, looked up): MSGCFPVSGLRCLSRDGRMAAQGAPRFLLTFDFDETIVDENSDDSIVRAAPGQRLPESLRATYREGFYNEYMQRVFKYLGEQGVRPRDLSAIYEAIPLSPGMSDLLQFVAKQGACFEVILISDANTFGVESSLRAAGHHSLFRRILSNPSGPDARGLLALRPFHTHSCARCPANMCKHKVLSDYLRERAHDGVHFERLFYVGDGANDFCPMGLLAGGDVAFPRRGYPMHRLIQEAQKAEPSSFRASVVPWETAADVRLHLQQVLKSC
pCIP destab – lowers stability of the mouse p/CIP coactivator protein | F442A p/CIP-EGFP cells, EGFP fluorescence, 16 h | decrease of EGFP signal, % at 10 µM | 290,000 compounds, 0.01% hits | AID 1984;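 active = EGFP signal decrease of at least 30% at 10 µM or well 3 SD below plate mean, unless failing retest; inactive = the rest, including hits failing retest or dose response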; note: some compounds called inactive have numbers as strong as hits; many of its hits are not listed in these tables
Numbers without * were called inactive; · = not tested or not shown; & = joins results of further samples; [ ] = dose if it differs, or a comment.

SMILES	IDE inh	CRFBP-R2 block	IDE cell activ	CHRM4 PAM	MEKK3 PB1 HTS	CRFBP-R2 agonist	GalR3 antag	PHOSPHO1 inh	pCIP destab
CN1CCN(c2ccc([N+](=O)[O-])c(NCC3CCCO3)c2)CC1 (stereo not given)	6	11	-4	3	104	-0.5	6	1	-5
O=C(C[N+]12CCC(CC1)C(C(O)(c1ccccc1)c1ccccc1)C2)c1ccc(Br)cc1 (stereo not given)	2	-4	1	-11	97	-3.9	-7	20	10
COc1ccc(CN2C(=O)NC(=O)/C(=C\c3ccc(OC)c(OC)c3OC)C2=O)cc1	1	-20	2	-1	99	0.2	-5	0	8
NCCCP(=O)(O)CCc1ccccc1	-1	11	1	13	86	0.1	-4	17	0
COc1cc2c(cc1OC)-c1c(OC)c(OC)cc3c1[C@H](C2)[N+](C)(C)CC3	-2	6	4	3	104	-1.8	-10	33	0
CCOC(=O)C1=Nc2ccccc2/C1=C\c1c(O)n(C)c(=O)n(C)c1=O	5	-12	-3	-6	104	3.4	-2	33	6
COc1ccc(C(=O)C2CCCN(Cc3ccon3)C2)cc1OC (stereo not given)	-1	-40	5	2	113	2.8	-2	30	-6
COc1cc(OC)cc(C2(C#N)CCN(C)CC2)c1	-1	7	1	2	97	-1.2	-8	10	12
CCn1c(O)c(/C=N/NC(=O)c2ccncc2)c(=O)[nH]c1=S	4	-2	-8	1	101	0.1	-3	4	0
O=C(CCC(=O)N1CC2C[C@@H](C1)Cn1c2cccc1=O)NCCc1ccccc1F	1	1	3	4	100	0.0	-6	45	-1
COc1ccc(-n2c(O)c(C(C)=NCc3ccc4c(c3)OCO4)c(=O)[nH]c2=O)cc1	9	-3	6	9	105	-0.8	3	13	-17
COC(=O)c1ccccc1OP1(=O)COc2ccccc2OC1	1	-8	-2	8	107	-0.4	-4	1	-3
CC(=O)CC(c1ccccc1[N+](=O)[O-])c1c(O)c2ccccc2oc1=O (stereo not given)	4	2	9	-30	105	-2.2	0	20	-8
O=c1[nH]c(=O)n(-c2cccc3ccccc23)c(O)c1/C=N/N1CCCCC1	-6	-8	4	16	105	0.1	-3	43	3
CN1Cc2cccnc2N(C)Cc2cc(Cl)ccc21	3	28	6	0	103	-2.1	-5	-10	6
Cc1c(C=O)c2ccccc2n1Cc1cccc(F)c1	2	7	-1	-4	86	-0.4	-1	23	-7
C=CCc1cc(C=C2C(=O)NC(=O)NC2=O)cc(OC)c1OCc1ccc(C(=O)O)cc1	3	-26	3	-5	97	-3.5	·	6	-7
CNC(=O)OCCc1n(C)cc[n+]1C	7	-1	2	-2	101	-0.6	-3	-7	-10
O=c1[nH]c(=S)n(-c2ccccc2)c(O)c1/C=N/N1CCOCC1	5	1	1	5	91	-0.9	-2	8	-14
COC(=O)C1=C(c2ccccc2OCc2ccccc2)C[C@@H]2CC[C@H]1N2C(=O)NCCCOC(C)C	9	7	0	1	·	-3.6	-5	·	·

In a second layout: entries from further up.
smiles | IDE inh | CRFBP-R2 block | IDE cell activ | CHRM4 PAM | MEKK3 PB1 HTS | CRFBP-R2 agonist | GalR3 antag | PHOSPHO1 inh | pCIP destab
CN1CCN(c2ccc([N+](=O)[O-])c(NCC3CCCO3)c2)CC1 (stereo not given) | 6 | 11 | -4 | 3 | 104 | -0.5 | 6 | 1 | -5
CCOC(=O)C1=Nc2ccccc2/C1=C\c1c(O)n(C)c(=O)n(C)c1=O | 5 | -12 | -3 | -6 | 104 | 3.4 | -2 | 33 | 6

The list continues.
SMILES	IDE inh	CRFBP-R2 block	IDE cell activ	CHRM4 PAM	MEKK3 PB1 HTS	CRFBP-R2 agonist	GalR3 antag	PHOSPHO1 inh	pCIP destab
CC(=O)C1C(N2CC2)CC2C3CC=C4CC(O)CCC4(C)C3CCC21C (stereo not given)	·	4	-3	-1	·	-1.1	-3	·	·
C/C1=C\[C@@H](C)C/C=C/[C@H]2[C@@H]3O[C@]3(C)[C@@H](C)[C@H]3[C@H](Cc4c[nH]c5ccccc45)NC(=O)[C@]32C(=O)/C=C/C(=O)[C@@H]1O	0	-30	5	-7	104	7.0	·	-24	-4
Cc1ccc(-n2c(O)c(/C=N/N3CCCCC3c3cccnc3)c(=O)[nH]c2=S)cc1 (stereo not given)	0	4	4	14	118	-1.4	-4	-3	-2
NC(=O)c1c(NC(=O)c2ccc(S(=O)(=O)N(CCCl)CCCl)cc2)sc2c1CCCCC2	3	7	3	-8	101	0.8	·	-4	2
O=C(N1CCCCCC1)N1CC1	·	-5	6	2	·	-2.0	-3	·	·
CCC(=NCCc1ccccc1)c1c(O)n(C)c(=O)n(C)c1=O	-2	-3	3	-6	89	-4.7	9	36	-15
O=[N+]([O-])c1ccc(C2C3C(c4ccccc4)=NC4(CCCC4)N32)cc1 (stereo not given)	7	-6	-8	4	100	-1.5	-4	-15	-3
CN(C)Cc1c[nH]c2cc([N+](=O)[O-])ccc12	·	-28	6	1	·	4.1	-3	·	·
COc1cc(C(=O)N2C[C@H]3C[C@@H](C2)c2cccc(=O)n2C3)cc(OC)c1OC	2	9	2	-1	103	-1.9	4	23	-6
Oc1cc2c(cc1O)[C@H]1c3ccccc3CN[C@@H]1CC2	-1	·	·	·	104&101	·	·	16	0
CN1CCN(c2cccc3c2C(=O)c2ccccc2C3=O)CC1	·	8	2	-5	111	3.7	-6	-12	-3
COC(=O)c1cncn1C(C)c1ccccc1 (stereo not given)	1	14	-3	1	102	-0.5	-3	45	9
CC12Cc3cnoc3C=C1CCC1C2CCC2(C)C1CCC2(C)O (stereo not given)	·	-13	-3	-7	·	-1.4	-3	·	·
CN1CCN(c2c[nH]c(=O)[nH]c2=O)CC1	0	-6	2	-4	101	1.1	-1	6	4
N#CC(c1ccccc1)N1CCOCC1 (stereo not given)	-3	9	5	2	106	-0.5	5	17	-14
O=c1c2ccccc2[nH]c(=S)n1-c1cccc(Cl)c1	·	22	·	5	·	-0.8	-2	·	·
C=CCn1c(O)c(C(C)=NC(C)c2ccccc2)c(=O)[nH]c1=O (stereo not given)	1	-16	7	4	96	-1.9	4	46	-5
COc1ccc(NC(c2ccccc2)P(=O)(Oc2ccccc2)Oc2ccccc2)cc1 (stereo not given)	0	3	3	-6	106	0.1	-2	-1	13
COc1cccc(N(C(C)=O)C2=NCCCS2)c1	3	-13	-1	-3	98	1.9	-9	·	-6
O=C(c1ccc(F)cc1Cl)N1CCC2(CC1)OCCO2	2	-22	-2	-11	105	-0.3	-4	24	-4
CCc1ccc(N2C(=O)NC(=O)/C(=C/c3ccsc3)C2=O)cc1	7	·	·	·	101	·	·	-23	-1
Clc1ccc(C2N3CCCN23)c(Cl)c1 (stereo not given)	3	11	5	0	101	0.2	-3	3	-15
COC(=O)C1=C(c2ccc(F)cc2OCc2ccccc2)C[C@@H]2CC[C@H]1N2C(=O)NCCOc1ccccc1Cl	3	-3	8	6	·	22	-6	·	·
O=C(COc1ccc2ccccc2c1)N1CCN(Cc2c[nH]c3ccccc23)CC1	2	-70	3	-8	92	-1.1	-4	29	4
CN1CCN(C(=O)COc2ccc(S(=O)(=O)NC3CCCCC3)cc2Cl)CC1	2	-13	5	4	106	2.0	2	35	-2
NC1CCc2cc(O)c(O)cc2C1 (stereo not given)	-2	14	2	0	·	0.7	0	·	·
COC(=O)C1=C(c2ccc(F)cc2F)C[C@@H]2CC[C@H]1N2C(=O)N1CCCC1	0	2	1	5	·	-1.1	-4	·	·
COC(=O)CC1(Cc2ccccc2)C(=O)NC(=O)NC1=O	1	36	-1	7	98	-0.7	-3	-7	-3
Cn1c(O)c(/C=C2\C=c3ccccc3=NC2=O)c(=O)n(C)c1=O	·	-7	-3	-1	105	1.6	-7	37	-15
C=CCn1c(O)c(N=Nc2c(C)n(C)n(-c3ccccc3)c2=O)c(=O)[nH]c1=S	3	0	2	11	75	-0.6	-3	-12	-12
COC(=O)C1=C(c2ccc3ccccc3c2)C[C@@H]2CC[C@H]1N2C(=O)NC1CCCCC1	-1	15	2	10	·	-1.8	·	·	·
CCOC(=O)/C(CCCN(CC)CC)=N\O	0	-25	5	-19	113	3.1	1	95*	-12
N#C/C(N)=C(/N)C#N	2	1	5	6	·	0.8	0	·	·
Cc1cc(OC(=O)c2ccco2)c2c3c(c(=O)oc2c1)CCC3	5	8	-4	5	99	1.9	0	15	-3
CN(C)C(=O)Nc1cccc(OC(=O)N(C)C)c1	-1	-5	5	5	100	-0.2	-1	4	-17
COC(=O)C1=C(c2ccc(F)cc2OCc2ccccc2)C[C@@H]2CC[C@H]1N2C(=O)NCc1ccccc1Cl	0	6	7	-12	·	3.3	-10	·	·
O=C1NC(=O)C(CCc2ccncc2)(CCc2ccccn2)C(=O)N1c1ccc(Br)cc1 (stereo not given)	0	-21	5	-4	103	-3.3	-2	-24	20
Cc1ccc(-c2nc3ccc(C)cn3c2CC(=O)N(C)C)cc1	2	4	3	-2	98	-0.4	·	·	·
O=c1[nH]c(O)c(C=Nc2ccccc2[N+](=O)[O-])c(=O)[nH]1	9	·	·	·	84	·	·	28	0
CN1CCN(c2ncc(C=O)s2)CC1	-5	-7	1	2	104	4.9	-4	34	-6
NNC(=O)c1ccc(O)cc1	1	-4	4	-2	·	-1.2	-4	·	·
CC(=C1C(=O)c2ccccc2C1=O)N1CCN(CCN=Cc2c(O)n(C)c(=O)n(C)c2=O)CC1	0	10	1	-2	104	-0.8	5	-11	-23
COC(=O)C1=C(c2ccc(C(C)=O)cc2)C[C@@H]2CC[C@H]1N2C(=O)NCCO	0	16	3	5	·	-1.6	-2	·	·
COc1cccc(C(=O)C2CCCN(Cc3ccc4nonc4c3)C2)c1 (stereo not given)	-2	15	2	-8	103	1.2	1	-10	-1
C/C=C1/CC(C)C(C)(O)C(=O)OCC2CCN3CCC(OC1=O)C23 (stereo not given)	1	-18	-1	·	103	1.0	-4	-6	-6
CC1CCC(NC(=O)CNC(=S)N2CC3CC(C2)c2cccc(=O)n2C3)CC1 (stereo not given)	5	10	2	0	103	-0.6	0	1	2
COc1ccc(C(=O)CC(c2ccc(OC)c(OC)c2)c2c(O)c3ccccc3oc2=O)cc1OC (stereo not given)	·	7	·	2	·	0.0	-4	·	·
O=C(OCCN1CCOCC1)C1(c2ccccc2)CCCC1	2	5	0	-8	107	-2.5	-2	6	8
Fc1ccccc1CN1Cc2ccccc2-n2nncc2C1	·	2	·	-1	·	-2.4	3	·	·
COc1ccccc1N1C(=O)NC(=O)/C(=C/c2ccc3c(c2)Cc2ccccc2-3)C1=O	2	-49	1	5	95	4.4	-1	21	-8
Further structures follow:
SMILES	IDE inh	CRFBP-R2 block	IDE cell activ	CHRM4 PAM	MEKK3 PB1 HTS	CRFBP-R2 agonist	GalR3 antag	PHOSPHO1 inh	pCIP destab
CC(C)(C)c1nc(N2CCN(C(=O)c3ccco3)CC2)c2nnn(Cc3ccccc3Cl)c2n1	-1	-1	3	-10	107	13	·	3	-7
CCCCCc1nc2ccccc2c(=O)n1-c1ccccc1[N+](=O)[O-]	1	-2	-2	-13	100	-0.4	-6	-14	-3
CN(C)c1ccc(/C=C/C=C2/C(=O)NC(=O)N(c3ccccc3)C2=O)cc1	·	-45	-6	8	107	47	2	12	-33
O=C(c1cccs1)N1CCC(C(=O)O)(c2ccccc2)CC1	·	1	·	6	·	-2.3	-7	·	·
CC(=O)N(C)CC#CCN1CCCC(CO)C1 (stereo not given)	3	21	1	7	98	-0.8	-5	·	·
CC1C(c2ccccc2)OCCN1C (stereo not given)	·	7	0	-2	·	-0.6	1	·	·
O=C1NC(=O)C2(Cc3ccccc3N3CCCC32)C(=O)N1Cc1ccccc1 (stereo not given)	7	13	1	1	-2.0*[inhibitor]	0.6	-5	1	-6

Only part of the results is shown (hit frequency here may not be typical).
